EWS-Fli block = EWS/Fli transcriptional activity inhibition; A673 NR0B1-luciferase reporter, viability-normalised; inhibition, % at 12.6 µM; hit rate 0.67% among 350,000; AID 651661;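 active = mean inhibition of at least 50% after viability correction, with every replicate also passing that limit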;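 note: firefly luciferase signal divided by Alamar Blue viability fluorescence both relative to DMSO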
PAX8 reporter = inhibitors of PAX8 transcriptional activity in RMG-I cells. RMG-I TPO-luciferase reporter, SteadyGlo, 24 h. inhibition, % at 12.6 µM. hit rate 1.2% among 360,000;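 active = mean replicate inhibition at least 60% with every replicate also reaching 60%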;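 note: luciferase light reporting Pax8 driven TPO promoter activity; plate controls were median of neutral control wells for no effect and mitoxantrone controls for full effect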
PglD DTNB = inhibitors of Campylobacter jejuni PglD acetyltransferase. hit rate 0.098% among 360,000. inhibition, % at 12.5 µM. purified PglD enzyme, DTNB colorimetric CoA detection; in the data active = inhibition above about 16%, passing the limit was not always enough; note: strong numbers were not always called active
FN deposition inh = fibronectin deposition inhibition. hit rate 0.086% among 350,000. AID 743247. AH1F fibroblasts, Alexa488-fibronectin deposition fluorescence, overnight. inhibition, % at 12.6 µM;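 active = mean inhibition across replicates of 30% or more, regardless of how many single replicates reach that level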;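 note: positive control wells lacked labelled fibronectin entirely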
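Assay system: AH1F fibroblast monolayer, labelled fibronectin deposition. Amount: 10000 cells per well. Also added: labelled fibronectin 24 nM. Compound: single-point pinned compound. Incubation: cell attachment 1 h, compound and FN exposure overnight. Detection: fluorescence after three HBSS washes, excitation 485 nm, emission 525 nm. Read-out: inhibition of fibronectin deposition signal.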
LGR2 antag = inhibitors of bursicon-induced Drosophila LGR2 receptor cAMP signaling; inhibition, % at 9.99 µM; AID 720647; hit rate 0.35% among 380,000; HEK293 LGR2, CRE-luciferase, bursicon-stimulated, 4 h;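 active = drop in luminescence signal, shown as inhibition above about 50% in the replicate tests, limit read from the data, passing the limit was not always enough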;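 note: agonist challenge used bursicon conditioned medium at about half maximal strength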
ERAP1 HTS inh = blocks human ERAP1 aminopeptidase activity | Q9NZ08 | recombinant ERAP1, Leu-AMC fluorescence, 60 min | inhibition, % at 10.7 µM | hit rate 0.15% among 340,000 | AID 652197;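 active = mean replicate inhibition of at least 30%, or all replicates individually reaching that 30% level; inactive = mean below 30% and not every replicate reaching it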;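 note: 0% = neutral control wells and 100% = L-leucinethiol positive control wells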
Target sequence (Q9NZ08 whole entry, looked up): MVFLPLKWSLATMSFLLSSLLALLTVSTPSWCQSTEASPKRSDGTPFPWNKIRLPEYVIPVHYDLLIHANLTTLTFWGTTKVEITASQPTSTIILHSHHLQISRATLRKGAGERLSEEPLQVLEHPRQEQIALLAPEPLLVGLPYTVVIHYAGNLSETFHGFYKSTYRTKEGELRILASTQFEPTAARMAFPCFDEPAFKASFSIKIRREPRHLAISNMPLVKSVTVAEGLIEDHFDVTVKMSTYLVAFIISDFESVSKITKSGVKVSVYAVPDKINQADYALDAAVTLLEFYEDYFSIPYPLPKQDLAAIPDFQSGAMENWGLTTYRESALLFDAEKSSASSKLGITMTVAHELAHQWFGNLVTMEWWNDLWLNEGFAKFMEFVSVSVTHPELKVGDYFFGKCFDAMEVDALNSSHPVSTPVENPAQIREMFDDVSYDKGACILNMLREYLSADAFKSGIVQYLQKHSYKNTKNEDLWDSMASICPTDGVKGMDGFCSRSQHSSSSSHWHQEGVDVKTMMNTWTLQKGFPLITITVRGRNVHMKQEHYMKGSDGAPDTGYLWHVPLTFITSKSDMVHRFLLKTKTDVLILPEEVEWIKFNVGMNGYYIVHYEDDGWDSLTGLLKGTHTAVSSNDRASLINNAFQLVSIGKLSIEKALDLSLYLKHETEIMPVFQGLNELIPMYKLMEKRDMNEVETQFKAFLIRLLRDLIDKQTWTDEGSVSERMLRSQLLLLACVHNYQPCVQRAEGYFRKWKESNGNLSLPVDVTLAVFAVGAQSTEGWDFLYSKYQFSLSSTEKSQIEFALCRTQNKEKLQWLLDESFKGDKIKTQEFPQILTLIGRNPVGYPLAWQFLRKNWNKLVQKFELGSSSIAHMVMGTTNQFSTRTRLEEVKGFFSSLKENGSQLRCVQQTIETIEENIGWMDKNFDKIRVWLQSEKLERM
S100A4 inh HTS = S100A4-myosin IIA interaction inhibition | S100A4/TAMRA-MyoIIA peptide fluorescence polarization | inhibition, % at 10.7 µM | hit rate 0.14% among 360,000;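 active = mean inhibition of at least 70% across replicates, with every replicate also reaching that level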
Target sequence (P26447 whole entry, looked up): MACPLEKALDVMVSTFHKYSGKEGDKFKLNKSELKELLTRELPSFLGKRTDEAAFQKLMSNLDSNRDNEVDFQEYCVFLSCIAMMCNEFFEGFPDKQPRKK
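Assay system: human S100A4 monomer with TAMRA-labelled myosin IIA peptide / Buffer or medium: Calcium-containing HEPES buffer, pH 7.2 / Reagent: TAMRA-labelled myosin IIA heavy-chain peptide probe, 5 nM / Compound: one dose per compound / Timing: polarization read 5 min after assay mix addition, stable 5–60 min / Benchmarks: neutral control DMSO, positive control TFP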
PGC1a acetyl inh = modulators of PGC1a acetylation; U2OS PGC1a acetylation, AlphaScreen anti-acetyl-lysine; with virally co-expressed GCN5 acetyltransferase; hit rate 0.17% among 350,000; inhibition, % at 15.6 µM;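 active = every replicate shows inhibition of at least 40%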;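 note: 0% = neutral control wells and 100% = positive control wells; some results beyond the cut were filed as inactive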
The depositor's hits bear a star; . = no result given.

Results follow in this order: EWS-Fli block	PAX8 reporter	PglD DTNB	FN deposition inh	LGR2 antag	ERAP1 HTS inh	S100A4 inh HTS	PGC1a acetyl inh
CCc1c(C)sc(NC(=O)Cc2ccccc2OC)c1C(=O)N1CCOCC1
    2	14	-2	.	2	3	4	5
CC(C)c1ccc(NC(=S)NN2CCN(C)CC2)cc1
    2	-7	.	0	-21	1	7	.
N#Cc1ccccc1S(=O)(=O)N1CCN(CC(=O)NC(=O)NC2CCCCC2)CC1
    5	-2	.	7	-6	1	5	.
Cc1ccc2cc(C#N)c(N3CCN(C(=O)c4ccccc4)CC3)nc2c1
    17	11	-4	1	-5	-2	-11	-5
Cc1cc(C)nc(NC(=O)c2cccc([N+](=O)[O-])c2)c1
    7	-18	.	2	-11	3	-6	.
COc1ccc(OC)c(/C=C/C(=O)OCC(=O)NCc2ccco2)c1
    2	2	2	0	3	10	-6	-3
COc1cccc(CNC(=O)CN2C(=O)c3ccccc3S2(=O)=O)c1
    -1	-15	-3	2	1	3	-4	.
O=c1cc[nH]c2c1ccc1cccnc12
    8	-42	7	1	2	-4	-2	6
CC(=O)N1N=C(c2ccc(Cl)cc2)CC1c1ccco1 (centres undefined)
    -19	10	.	-2	-20	-4	-5	.
O=C(NCCS(=O)(=O)N1CCN(c2ccccc2F)CC1)c1ccc2c(c1)OCO2
    -7	10	-3	7	1	-1	-7	-1
COc1ccc(C(=O)NCC(c2cccnc2)N2CCN(c3ccc(F)cc3)CC2)cc1OC (centres undefined)
    0	7	4	2	-1	2	1	.
O=C(COC(=O)c1cccnc1Cl)c1ccc2c(c1)OCCO2
    -2	-23	4	-1	-22	-2	2	-1
C[C@@H]1CN([C@H](C)CO)C(=O)c2cc(NC(=O)Cc3ccccc3)ccc2O[C@@H](C)CCCCO[C@@H]1CN(C)Cc1ccc(Cl)c(Cl)c1
    6	6	1	.	4	1	12	.
O=C(c1ccco1)N1CCN(S(=O)(=O)c2ccccc2[N+](=O)[O-])CC1
    -1	-12	.	15	.	7	-9	42
Cc1cc(NC(=O)CSc2nnc(-c3ccc(O)cc3)o2)no1
    -31	-29	-4	-3	-25	-5	-3	-6
Cc1nn(-c2ccc(C(=O)O)cc2)c2c1C(=O)CC(C)(C)C2
    0	8	.	-2	11	1	-5	-2
COc1ccccc1S(=O)(=O)N[C@H]1CC[C@@H](CCn2cc(C3CCCCC3)nn2)O[C@H]1CO
    4	4	-10	-3	8	0	-8	3
COc1ccc(S(=O)(=O)N(C)C[C@H]2Oc3c(NC(=O)Nc4ccccc4)cccc3C(=O)N([C@@H](C)CO)C[C@H]2C)cc1
    21	23	.	.	13	.	.	-1
CNC(=O)C[C@@H]1CC[C@@H]2[C@H](COc3ccc(NC(=O)Nc4cc(C)cc(C)c4)cc3C(=O)N2C)O1
    -5	1	-2	-8	-8	2	-2	-2
COC(=O)CNC(=O)COC(=O)c1cc(F)c(F)cc1Cl
    .	-2	4	-3	.	.	.	-8
Cc1ccc(S(=O)(=O)N(C)C[C@H]2Oc3ccc(NC(=O)Nc4c(C)noc4C)cc3CC(=O)N([C@H](C)CO)C[C@@H]2C)cc1
    2	-6	-3	.	-4	-1	19	2
Cc1[nH]c(C)c(S(=O)(=O)N2CCN(c3ccccc3)CC2)c1C(=O)N1CCCC1
    5	-3	-3	-11	16	2	3	1
COc1ccc(/C=C\c2onc(C)c2S(=O)(=O)N2CCC(C(=O)NCCC(C)C)CC2)cc1
    15	-3	-3	-1	11	2	-5	.
N#CCSc1nc2c(c(C3CC=CCC3)c1C#N)CCC2 (centres undefined)
    .	-11	0	2	.	5	3	-2
O=C(CN1C(=O)NC2(CCCCC2)C1=O)Oc1ccc2c(C(F)(F)F)cc(=O)oc2c1
    3	-16	-2	0	12	-5	-3	-3
Cc1nn(CC(=O)Nc2ccc(N3CCOCC3)cc2)c(C)c1Cl
    .	-18	0	6	2	-4	8	2
Cn1c2c(c(=O)n(C)c1=O)C(c1ccccc1Cl)CC(=O)N2 (centres undefined)
    3	-4	0	-3	-15	3	-14	9
S=C(Nc1cccnc1)N1CCc2ccccc21
    15	27	-3	3	-4	1	-1	-3
C[C@@H]1CCCCO[C@H](CN(C)Cc2ccc(C(F)(F)F)cc2)[C@@H](C)CN([C@H](C)CO)C(=O)c2cc(NC(=O)c3ccncc3)ccc2O1
    6	-12	1	5	-3	0	55	.
COc1ccc(CN(C)C[C@H]2Oc3ccc(NS(=O)(=O)c4ccc(F)cc4)cc3CC(=O)N([C@@H](C)CO)C[C@@H]2C)cc1
    -1	-10	-2	-10	-13	0	3	4

Four compounds out of the list above, arranged by the value under ERAP1 HTS inh, largest number first:
| structure | ERAP1 HTS inh |
| --- | --- |
| S=C(Nc1cccnc1)N1CCc2ccccc21 | 1 |
| O=C(COC(=O)c1cccnc1Cl)c1ccc2c(c1)OCCO2 | -2 |
| O=c1cc[nH]c2c1ccc1cccnc12 | -4 |
| Cc1cc(NC(=O)CSc2nnc(-c3ccc(O)cc3)o2)no1 | -5 |

Next section
Results follow in this order: EWS-Fli block	PAX8 reporter	PglD DTNB	FN deposition inh	LGR2 antag	ERAP1 HTS inh	S100A4 inh HTS	PGC1a acetyl inh
CN1C(=O)c2cc(NC(=O)c3ccc(F)c(F)c3)ccc2OC[C@H]2O[C@H](CC(=O)N3CCCCC3)CC[C@@H]21
    6	-2	1	-4	17	-5	2	-1
COc1ccccc1-c1ccc(SCc2ccc(C)cc2)nn1
    -48	-96	.	0	-49	1	-1	.
Cc1cccc(NC(=S)N/N=C2/CCCCc3ccccc32)c1
    .	-31	-4	7	-3	.	.	4
Cc1cc(C)cc(OCCN2CCOCC2)c1
    0	-10	-13	-4	8	-3	0	-25
Cc1cc(C)c2[nH]c(=O)c(C(c3nnnn3C(C)(C)C)N3CCN(C(=O)c4ccco4)CC3)cc2c1 (centres undefined)
    .	.	-4	-7	6	.	.	-10
C[C@H](CO)N1C[C@H](C)[C@H](CN(C)C(=O)C2CCCCC2)OCCCC[C@H](C)Oc2ccc(NS(=O)(=O)c3cccs3)cc2C1=O
    2	6	-2	.	-7	.	.	14
O=C(O)c1cc(-c2c[nH]c3ccccc23)nc2cc3ccccc3cc12
    -55	-23	3	3	-64	.	-4	4
CS(=O)(=O)N(Cc1ccc(C(=O)NN=C2CCCCCC2)cc1)c1ccccc1
    1	-5	-4	4	9	5	-1	7
CCCOc1ccc(S(=O)(=O)N2CCOCC2)cc1[N+](=O)[O-]
    8	4	.	-7	-2	-2	-2	0
COc1ccc(CN2CCC(n3nccc3NC(=O)C3CC3)CC2)cc1O
    6	6	-1	0	4	1	6	.
O=C(NNC(=O)c1ccc(Cl)cc1Cl)c1ccncc1
    -14	-4	.	4	6	0	2	.
Cc1cc(C)c(OCC(=O)OCCNC(=O)c2cccnc2)c(C)c1
    .	-5	1	.	3	.	.	-3
CCOC(=O)C1Sc2ccccc2NC1=O (centres undefined)
    6	5	0	.	18	5	0	.
O=C(Nc1nccs1)c1cn2ccccc2n1
    -18	-47	.	-11	14	.	3	-7
NC1=NC(=O)C2(COC(c3ccncc3)OC2)S1 (centres undefined)
    -5	-21	.	3	5	0	-2	2
COc1ccccc1-c1sc2ccccc2c1-c1cnc(N2CCOCC2)nc1
    -20	4	.	9	-21	3	2	.
C[C@H]1CN([C@@H](C)CO)C(=O)c2cc(N(C)C)ccc2O[C@@H]1CN(C)C(=O)Nc1ccc(F)cc1
    -1	30	0	.	-15	3	3	2
Nn1c(=S)[nH]c2sc3c(c2c1=O)CCCC3
    0	11	.	-1	6	-3	-2	.
CCN1CCN(C(=O)c2ccc(CS(=O)(=O)Cc3ccccc3C)o2)CC1
    -5	8	-5	8	6	2	-4	-2
Cc1cc(N/C(=N/S(=O)(=O)c2ccc(F)cc2)c2ccccc2)n(-c2ccccc2)n1
    -11	1	.	.	12	2	-1	0
O=C(c1ccccc1F)N1CC(=O)N2[C@H](CO)[C@H](c3ccc(C#Cc4ccccc4)cc3)[C@H]2C1
    1	.	.	-9	-11	1	-6	-9
C[C@@H]1CN([C@H](C)CO)S(=O)(=O)c2ccc(C#Cc3ccncc3)cc2O[C@H]1CN(C)S(=O)(=O)c1ccccc1
    28	.	6	.	.	0	-42	-3
C[C@@H]1CN([C@H](C)CO)C(=O)c2cccc(NS(=O)(=O)c3ccc(Cl)cc3)c2O[C@@H]1CN(C)Cc1ccc(C(=O)Nc2ccccc2N)cc1
    49	.	0	-10	7	-1	9	2
CCCC(CCC)C(=O)Nc1ccc2c(c1)N(C(=O)CN1CCN(C)CC1)c1ccccc1CC2
    7	-3	.	-21	-1	-5	5	-1
CCCCCCN1C[C@H](O)[C@@H](n2cc(-c3ccc(F)cc3)nn2)C[C@@H]1c1ccc(Cl)cc1
    9	-32	3	5	13	.	-2	-1
N#C[C@H]1[C@H](c2ccccc2-c2cccc(F)c2)[C@H](CO)N1C(=O)C1CCC1
    12	-17	.	-13	-2	-2	3	3
CC(C)(C)S(=O)N1Cc2cc(C(=O)NCc3ccc4c(c3)OCO4)nc(-c3cccc(-c4ccccc4)c3)c2[C@@H]1CCO (some centres undefined)
    6	27	1	1	17	0	-2	-23
COc1cc(C)c(C(C)C)cc1S(=O)(=O)NC1CC(C)(C)NC(C)(C)C1
    -1	1	-2	0	6	-3	-6	.
Cc1nnsc1SC(C)C(=O)O (centres undefined)
    .	10	-4	-1	.	.	.	3
C=CCn1c(-c2ccncc2)n[nH]c1=S
    -1	-5	.	-8	14	9	-6	14
C[C@H](CO)N1C[C@H](C)[C@@H](CN(C)S(C)(=O)=O)Oc2ccc(NC(=O)c3ccncc3)cc2CC1=O
    1	-12	12	.	10	6	6	15
Cc1noc(C)c1S(=O)(=O)N(C)C[C@H]1OCCCC[C@@H](C)Oc2ccc(NS(=O)(=O)c3ccc(Cl)cc3)cc2C(=O)N([C@@H](C)CO)C[C@H]1C
    9	76*	0	.	-11	3	57	-30
Cc1noc(C)c1NC(=O)N(C)C[C@H]1Oc2ccc(N(C)C)cc2C(=O)N([C@@H](C)CO)C[C@H]1C
    2	-5	3	.	3	2	17	-2
O=C1CC(N2CCN(c3ccccc3)CC2)C(=O)N1c1ccc(Cl)cc1 (centres undefined)
    9	18	-1	0	.	-2	-2	.
CC1(C)NC(=O)N(CC(=O)OCC(=O)Nc2cc(S(=O)(=O)N3CCCCCC3)ccc2Cl)C1=O
    .	9	2	5	-1	.	.	.
COc1ccccc1Cn1c(=S)[nH]c2cc(C(=O)NCc3cccnc3)ccc2c1=O
    11	-7	-2	-3	1	1	-1	.
C[C@@H]1CN([C@@H](C)CO)C(=O)Cc2cc(NC(=O)Cc3cn(C)c4ccccc34)ccc2O[C@@H]1CN(C)S(C)(=O)=O
    10	-11	-9	.	7	1	-5	7
O=C(N/N=C/c1cccs1)c1[nH]ncc1Br
    -92	-143	0	3	-64	-1	0	.
O=C(COc1coc(CN2CCN(c3ccc(F)cc3)CC2)cc1=O)NCC1CCCO1 (centres undefined)
    -5	-5	5	0	-15	0	14	15
CCOC(CC(=O)NNC(=O)c1c(-c2ccccc2Cl)noc1C)OCC
    -1	-13	.	7	.	1	46	.

Assay outcomes (PubChem BioAssay)
